# High-throughput results deposited in PubChem BioAssay by National Center for Advancing Translational Sciences (NCATS).
# Peg3 imprint: induces erasure of genomic imprints in mouse ES cells; mouse ES Peg3-LacZ reporter, beta-gal luminescence, 40 h; 110,000 tested, 0.02% active; Potency, µM (doses to about 60.7 µM), inactives show top-dose activity change, positive = activation, usual class: activators;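 note: 0% = negative control wells on the plate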
#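 Gelatin-coated wells received 300 freshly trypsinized female ES cells with a Peg3LacZ-Neo reporter on the maternal allele, then incubated 40 hours at 37C. BetaGlo was added for 5 minutes at room temperature before a single luminescence read.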
# IkB signaling: suppresses IkB signaling in ABC-DLBCL reporter cells; ABC-DLBCL IkBa-CBG/CBR dual luciferase ratio, 4 h; response scale: scaled: untreated 0%, proteasome inhibitor 100%; Potency, µM (titrated, usually from 57.1 µM), without a hit: top-dose IkBa stabilization activation; 110,000 tested, 0.04% active; AID 445; active = well fitted curve in the direction sought with a large enough effect in the signal ratio, not every such curve was filed as active; inconclusive = small, poorly fitted or top-dose-only effect, or a change in a side signal; the % refers to the signal ratio;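 note: the direction sought is a rising ratio; 0% = basal untreated cells and 100% = reference inhibitor full response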
#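 Luminescence ratio of IκBα-fused green versus native red beetle luciferase in OCI-Ly3 cells, 4 h post-doxycycline with compound; red signal alone, scaled from basal (0%) to zero light (-100%), flagged nonspecific or cytotoxic effects.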
# p53ts 32C kill: kills p53ts cells at the permissive temperature; H1299-p53A138V at 32C, ATP luminescence viability, 24 h; Potency, µM (top dose mostly 46.1 µM), for the others: at the highest dose activity change, negative = cytotoxicity, most hits filed as cytotoxic; 130,000 tested, 0.93% active;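 note: 0% = DMSO and -100% = full killing by reference compound; nearly all actives have a fitted effect of over 55% in size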
#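 H1299-p53 A138V cells (temperature-sensitive p53) exposed 24 h to up to 46 uM compound at 32C, where p53 is wild-type in conformation. Viability read as ATP luminescence and normalised to DMSO and 100 uM tamoxifen. AC50 fitted with the Hill equation.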
# p53ts 39C tox: p53ts cell cytotoxicity, nonpermissive temperature; H1299-p53A138V viability at 39C, ATP luminescence, 24 h; Potency, µM (titrated, usually from 46.1 µM), for the others: at the top dose activity change, negative = cell killing, usual class: cytotoxic; 130,000 tested, 1.5% active; note: nearly all actives have a fitted effect of over 55% in size
# An asterisk follows results filed as active; ? = inconclusive; nt = no result given; [ ] = another dose, or the depositor's remark. Unless noted, calls come from the whole dose curve; as a rule, active = well fitted curve in the direction sought with a large enough effect; inconclusive = small, poorly fitted or top-dose-only effect, or another doubt; inactive = no such curve, though single readings can be large; an effect the other way counts as inactive or inconclusive. Unless noted, % is set by controls: 0 for no effect and ±100 for the full control effect; potency is the fitted concentration of half-maximal effect. This is a random part of the collection (roughly 1.8% active in at least one column).
no.	smiles	Peg3 imprint	IkB signaling	p53ts 32C kill	p53ts 39C tox
1	COC(=O)c1ccccc1NC(=O)c1ccc(-c2nc(CSc3ccc(C)cc3)c(C)o2)cc1	16%[10.9 µM]	-0.3%	1%	-18%
2	CCOC(=O)NCCc1c(C)nc2c(c(C)nn2C(C)(C)C)c1C	-27%	?	-4%	8%
3	COc1cc(/C=C/C(=O)N2CCCCC2=O)cc(OC)c1OC	-27%	nt	13µM*	13µM*
4	CC(C)(C)NC(=O)CSc1nccn1Cc1ccccc1	-8%	3.3%	-1%	15%
5	CN(C)S(=O)(=O)c1ccc(NC(=O)c2ccccn2)cc1	22%	2.1%	13µM*	10µM*
6	Cn1c(=O)n(C)c2cc(N3CCOCC3)c(NC(=O)c3c(F)cccc3F)cc21	-4%[10.9 µM]	-5.3%	-7%	8%
7	O=C(NCCC1=CCCCC1)c1ccc2c(c1)ncn2-c1cccc(Cl)c1	-8%[10.9 µM]	-5.9%	9%	-10%
8	CCOCCCNC(=O)C1CCC(=O)N1CCc1ccccc1 (centres undefined)	10%	0.3%	3%	8%
9	CCCCn1c(-c2ccc(C)cc2)c(C)n2c3c(=O)n(C)c(=O)n(C)c3nc12	-7%[10.9 µM]	?	4%	-3%
10	COc1cc(CN(C(=O)c2ccc(C)cc2)C2CCS(=O)(=O)C2)cc(OC)c1OC (centres undefined)	-11%[10.9 µM]	0.5%	-3%	10%
11	Cc1cc(SCC(=O)NCc2ccc(Cl)cc2)nc(=O)[nH]1	15%[10.9 µM]	0.5%	2%	2%
12	O=P(O)(CCP(=O)(O)c1ccccc1)c1ccccc1	3%[10.9 µM]	-0.2%[11.4 µM]	2%[9.22 µM]	9%[9.22 µM]
13	COc1ccc(C(=O)Nc2c3c(nn2-c2cccc(Cl)c2)CS(=O)C3)cc1 (centres undefined)	3%	-2.0%	14%	10%
14	COc1ccc(-c2cc3nc4c(c(N5CCC6(CC5)OCCO6)n3n2)CCCC4)cc1	11%	?	2%	-4%
15	COc1ccc(C2CC(=O)Nc3c2c(=O)[nH]c2nc4ccccc4n32)cc1 (centres undefined)	11%[10.9 µM]	1.2%	-13%	7%
16	CCOC(=O)C1CCN(C(=O)COC(=O)c2ccc(Br)o2)CC1	-1%	0.8%	2%	8%
17	C=CCn1c(C)cc(C(=O)CSc2nnc(NCc3ccccc3)s2)c1C	3%	16%	-28%	-21%
18	COC(=O)c1cccc(CSc2nnc(C)s2)c1	-20%	1.1%	-12%	-9%
19	CCOC(=O)c1c(C)noc1CP(=O)(c1ccccc1)c1ccccc1	5%	-0.3%	0%	-6%
20	CCCCCCN(C(=O)CCCCCN1C(=O)NC(c2ccc(-c3ccccc3)cc2)C(C(=O)OCc2ccccc2)=C1C)C(C(=O)NCCCC)c1ccccc1 (centres undefined)	-4%	nt	26%	-2%

# Some of these compounds in order of heavy-atom count, rising:
no.	smiles	Peg3 imprint	IkB signaling	p53ts 32C kill	p53ts 39C tox
17	C=CCn1c(C)cc(C(=O)CSc2nnc(NCc3ccccc3)s2)c1C	3%	16%	-28%	-21%
6	Cn1c(=O)n(C)c2cc(N3CCOCC3)c(NC(=O)c3c(F)cccc3F)cc21	-4%[10.9 µM]	-5.3%	-7%	8%
14	COc1ccc(-c2cc3nc4c(c(N5CCC6(CC5)OCCO6)n3n2)CCCC4)cc1	11%	?	2%	-4%

# (next part)
no.	smiles	Peg3 imprint	IkB signaling	p53ts 32C kill	p53ts 39C tox
21	CC(C)OC(=O)c1cc2c(OC[C@@H](O)CNC(C)(C)C)cccc2[nH]1	-14%	0.7%	-9%	-18%
22	Cc1ccc(CCNC(=O)c2ccc(CS(=O)(=O)c3ccc(Cl)cc3)o2)cc1	-11%[10.9 µM]	?	1%	-7%
23	CC(C)c1cc(CN2CCN(CCC#N)CC2)cc(C(C)C)c1O	-12%	0.0%	-19%	0%
24	CC(C)(C)OC(=O)N1CCC(c2c(C(=O)NCCN3CCOCC3)cnn2-c2ccc(F)cc2F)CC1	-7%[10.9 µM]	-0.1%	3%	7%
25	CCC(=O)N1CCc2cc(S(=O)(=O)NC(C(=O)NCCc3ccc(Cl)cc3)C(C)C)ccc21 (centres undefined)	5%[10.9 µM]	-2.6%	5%	24%
26	c1ccc(N(c2ccccc2)c2nc(N3CCOCC3)nc(N3CCOCC3)n2)cc1	-2%	-2.8%	5%	-3%
27	CSc1ccc(CCNC(=O)c2cnn(-c3ccccc3)c2-n2cccc2)cc1	2%[10.9 µM]	?	20%	-21%
28	CCOc1ccc(-c2c(C)nn3c(C)c(C(=O)NCc4ccc(Cl)cc4)cnc23)cc1OCC	16%[10.9 µM]	-0.6%	1%	-21%
29	O=C(c1ccc(Br)cc1)N(Cc1ccco1)c1ccccn1	-4%[10.9 µM]	-0.1%	4%	-10%
30	CC(C)C[C@H](NC(=O)[C@@H]1O[C@H]1C(=O)O)C(=O)NCCCCN=C(N)N	nt	-3.0%	-11%	-21%
31	CC1CCC2C(=O)N3C(CCC(C)C3c3ccc(-c4ccco4)cc3)C(=O)N2C1c1ccc(-c2ccco2)cc1 (centres undefined)	nt	nt	2%[9.22 µM]	13%[9.22 µM]
32	COc1ccc(OC)c(NC(=O)C23CCC(C)(C(=O)C2)C3(C)C)c1 (centres undefined)	-17%	1.4%	8%	10%
33	O=C(NCc1cccc(Cl)c1)C1CCN(C(=O)c2sccc2-n2cccc2)CC1	-4%[10.9 µM]	?	4%	2%
34	CCOC(=O)N1CCN(C(=O)C(NC(=O)c2ccc(CC)cc2)C(C)C)CC1 (centres undefined)	2%	0.1%	-3%	11%
35	CCS(=O)(=O)N1CCC(C(=O)NCc2cccc(OC)c2)CC1	-5%	2.0%	-1%	-8%
36	Cc1noc(C)c1S(=O)(=O)N(CC(=O)Nc1ccc(F)cc1F)c1ccc(C(C)C)cc1	-11%[10.9 µM]	?	-6%	-10%
37	O=C(CC(O)(c1ccccc1)C(F)(F)C(F)F)c1cccs1 (centres undefined)	-21%	5.3%	10%	-5%
38	CCn1c(SCC(=O)Nc2cccc(F)c2)nc2c(c1=O)SC(C)C2 (centres undefined)	-16%	0.3%	7%	7%
39	CCOC(=O)c1cccc(N2C(=O)C3C(C(=O)NC4CC4)C4(C)C=CC3(O4)C2C(=O)NC(C)(C)C)c1 (centres undefined)	2%	0.7%	1%	-5%
40	COc1cccc(C2C(C(=O)Nc3ccccc3)=C(C)Nc3nc(-c4ccccc4)nn32)c1 (centres undefined)	4%[10.9 µM]	7.6%	10%	-5%
41	COc1ccc(C(=O)Nc2nc(-c3cccs3)c(NC(C)=O)s2)cc1	nt	nt	3%	7%
42	Cn1c(=O)n(Cc2c(F)cccc2Cl)c(=O)c2c1nc1n2CCN1c1ccc(F)cc1	-11%[10.9 µM]	3.3%	5%	-12%
43	CCN1CCN(C(c2ccccc2)c2nnnn2Cc2ccccc2)CC1 (centres undefined)	nt	nt	-8%	3%
44	Cc1cc(=O)n2c(nc3ccccc32)[nH]1	nt	nt	3%	-4%
45	Cc1cccc(C2N(c3ccc(F)cc3)C(=O)C3CCCN32)c1 (centres undefined)	-22%	0.3%	-3%	3%
46	O=C(CSc1oc(-c2ccccc2)nc1S(=O)(=O)c1ccccc1)c1ccccc1	-8%[10.9 µM]	-2.4%	26%	?
47	CCc1ccc(Nc2cc(=O)n(C3CCCCC3)c(=O)[nH]2)cc1	-7%	?	58%[activator]	9%
48	O=S(=O)(Nc1cccc(-c2ccc(N3CCCC3)nn2)c1)c1ccc(F)cc1F	-11%[10.9 µM]	0.9%	-17%	38%[activator]
49	COc1cccc(-n2c(COc3ccccc3C)nnc2SCC(=O)O)c1	-2%	-0.2%	12%	-6%
50	O=C(Nc1nc(-c2ccco2)c(-c2ccco2)s1)C1CC(=O)N(c2ccc3c(c2)OCCO3)C1 (centres undefined)	4%	?	5%	2%
51	CCn1c(N2CCC(C)CC2)nc2c1c(=O)n(C)c(=O)n2C	1%	0.3%	6%	6%
52	CCCC(C)C(=O)Nc1cccc(NC(C)=O)c1 (centres undefined)	17%	2.3%	-2%	3%
53	CCOC(=O)c1c(C)[nH]c(C(=O)CSc2nnnn2-c2ccc(C)cc2)c1C	-11%	0.1%	-8%	-9%
54	CCN(CC)S(=O)(=O)c1ccc(NC(=O)c2nn(C)c3c2CSc2ccccc2-3)cc1	-9%[10.9 µM]	?	1%	-2%
55	CC(=O)NC(Cc1c[nH]c2ccccc12)C(=O)N1CCc2ccccc2C1 (centres undefined)	-12%	-0.4%	1%	2%
56	Cc1cccc(CNC(=O)c2ccc(NC(=O)N3CCSc4ncccc43)cc2)c1	5%[10.9 µM]	-1.2%	7%	16%
57	COc1ccc(C(=O)N(Cc2ccco2)Cc2cccs2)c(O)c1	-13%	1.0%	-8%	-6%
58	COc1ccc(CC(=O)N2CCc3cc(OC)c(OC)cc3C2COc2cc(C)cc(C)c2)cc1OC (centres undefined)	-11%[10.9 µM]	?	38%[activator]	-2%
59	O=C(c1cccc(C(=O)N2CCN(c3ccccc3)CC2)c1)N1CCN(c2ccccc2)CC1	-16%	?	7%	-2%
60	CC1(C)C(OC(=O)CCC(=O)O)CC[C@]2(C)C1CC[C@@]1(C)C2C(=O)C=C2[C@@H]3C[C@@](C)(C(=O)O)CC[C@]3(C)CCC21C (some centres undefined)	-6%	nt	11%	-12%
61	Cn1cccc1C(=O)N1CCC2(CCCN(C(=O)Nc3cccc(F)c3)C2)CC1	nt	-0.4%[11.4 µM]	4%	11%
62	C1=CC2CC1CC2CN1CCN(c2ccccc2)CC1 (centres undefined)	-14%	-0.2%	-1%	-9%
63	CCOC(=O)C1CCN(c2cc3c(cc2NC(=O)c2ccccc2Cl)n(C)c(=O)n3C)CC1	-6%[10.9 µM]	?	2%	-4%
64	Cc1ccc(-n2nc(C(=O)Nc3ccc(F)cc3F)c3c4ccccc4n(C)c3c2=O)cc1	15%[10.9 µM]	-0.4%	0%	18%
65	CC1(C)Cc2nc3sc(C(=O)NCCO)c(N)c3cc2CO1	nt	nt	-6%	-27%
66	Cc1ccc(NC(=O)CC2SC3=NCCCN3C2=O)c(C)c1 (centres undefined)	11%	1.7%	3%	3%
67	O=C(O)C(=O)/C=C(\O)c1ccc(Br)cc1	1%[10.9 µM]	0.0%[11.4 µM]	6%[9.22 µM]	5%[9.22 µM]
68	COc1cccc(C2/C(=C(\O)c3ccc4c(c3)OCO4)C(=O)C(=O)N2CCN(C)C)c1OC (centres undefined)	-2%	-1.1%	-2%	11%
69	C/C=C/Cn1c(SCc2ccc(Cl)cc2)nc2c1c(=O)[nH]c(=O)n2C	-1%	?	-4%	-18%
70	O=C(c1ccc(CS(=O)c2ccccc2Cl)o1)N1CCN(c2cccc(C(F)(F)F)c2)CC1 (centres undefined)	-29%[10.9 µM]	?	-1%	-17%
71	CCOC(=O)OCC1OC(CCc2ccccc2)CCC1Oc1ccc(OC)cc1 (centres undefined)	nt	nt	-3%[9.22 µM]	-3%[9.22 µM]
72	CC(=O)c1ccc(NC(=O)c2sc(-n3nc(C)c(Cc4ccc5c(c4)OCO5)c3C)nc2C)cc1	3%[10.9 µM]	-0.8%	-2%	-10%
73	CCOc1ccc(N2CC(C(=O)Nc3ccc(S(=O)(=O)N4CCOCC4)cc3)CC2=O)cc1 (centres undefined)	-11%	-0.2%	4%	-7%
74	CCOC(=O)c1cc(-c2ccco2)nc2c1c(C)nn2CCC#N	-13%	1.3%	0%	-2%
75	Cc1cc2ncn(/N=C/c3cccnc3)c2cc1C	1%	-0.8%	-1%	8%
76	Cc1ccc(NCN2C(=O)C3CC=CCC3C2=O)cc1 (centres undefined)	nt	nt	3%	13%
77	C=C(C)c1cccc(C(C)(C)NC(=O)Nc2ccc(C)cn2)c1	nt	nt	?	-7%

# Compound profiles, from the list above:
# Cc1ccc(NC(=O)CC2SC3=NCCCN3C2=O)c(C)c1 (centres undefined) as listed: Peg3 imprint: 11%; IkB signaling: 1.7%; p53ts 32C kill: 3%; p53ts 39C tox: 3%
# COc1cccc(C2/C(=C(\O)c3ccc4c(c3)OCO4)C(=O)C(=O)N2CCN(C)C)c1OC (centres undefined) as listed: Peg3 imprint: -2%; IkB signaling: -1.1%; p53ts 32C kill: -2%; p53ts 39C tox: 11%
